CRFBP-R2 block: blocks CRF-induced signaling of the CRF-BP/CRF-R2 complex. HEK293 CRF-R2/CRF-BP, CRF-induced calcium fluorescence. 0.59% of 350,000 active. inhibition, % at 11.8 µM;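 active = inhibition of the ligand-induced calcium signal above about 50% at the single tested concentration, limit read from the data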
M5 antag: antagonists of human muscarinic M5 receptor (CHRM5); P08912; CHO-hM5 cells, Fluo-8 calcium fluorescence, ACh EC80; inhibition, % at 3 µM; 0.59% of 360,000 active;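 active = inhibition above a per-plate cutoff, the mean of that plate's test compounds plus 3 SD, cut at about 27% in these data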;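 also: 0% = acetylcholine EC80 with DMSO and 100% = DMSO without agonist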
M4 antag: blocks acetylcholine activation of human M4 receptor | 0.73% of 360,000 active | P08173 | inhibition, % at 3 µM | CHO-hM4 cells, ACh EC80, Fluo-8 calcium fluorescence;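 active = inhibition above its plate's cutoff, the mean inhibition of sample wells plus 3 SD, cut at about 27% in these data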;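 also: 0% = acetylcholine EC80 with DMSO and 100% = DMSO without agonist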
IDE cell inh: inhibitors of human insulin-degrading enzyme in cells. P14735. HEK cells, FAbetaB cleavage, fluorescence polarization. inhibition, % at 5.59 µM. 0.41% of 320,000 active;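 active = percent inhibition above the average of all tested compounds plus 3 SD, set per screening campaign, cut at about 16% in these data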;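 also: IDE supplied by intact live HEK cells; FP after avidin binding of uncleaved biotin substrate so inhibition keeps polarization high; 0% = DMSO wells and 100% = 60 µM reference IDE inhibitor Ii1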
Target sequence (P14735 whole entry, looked up): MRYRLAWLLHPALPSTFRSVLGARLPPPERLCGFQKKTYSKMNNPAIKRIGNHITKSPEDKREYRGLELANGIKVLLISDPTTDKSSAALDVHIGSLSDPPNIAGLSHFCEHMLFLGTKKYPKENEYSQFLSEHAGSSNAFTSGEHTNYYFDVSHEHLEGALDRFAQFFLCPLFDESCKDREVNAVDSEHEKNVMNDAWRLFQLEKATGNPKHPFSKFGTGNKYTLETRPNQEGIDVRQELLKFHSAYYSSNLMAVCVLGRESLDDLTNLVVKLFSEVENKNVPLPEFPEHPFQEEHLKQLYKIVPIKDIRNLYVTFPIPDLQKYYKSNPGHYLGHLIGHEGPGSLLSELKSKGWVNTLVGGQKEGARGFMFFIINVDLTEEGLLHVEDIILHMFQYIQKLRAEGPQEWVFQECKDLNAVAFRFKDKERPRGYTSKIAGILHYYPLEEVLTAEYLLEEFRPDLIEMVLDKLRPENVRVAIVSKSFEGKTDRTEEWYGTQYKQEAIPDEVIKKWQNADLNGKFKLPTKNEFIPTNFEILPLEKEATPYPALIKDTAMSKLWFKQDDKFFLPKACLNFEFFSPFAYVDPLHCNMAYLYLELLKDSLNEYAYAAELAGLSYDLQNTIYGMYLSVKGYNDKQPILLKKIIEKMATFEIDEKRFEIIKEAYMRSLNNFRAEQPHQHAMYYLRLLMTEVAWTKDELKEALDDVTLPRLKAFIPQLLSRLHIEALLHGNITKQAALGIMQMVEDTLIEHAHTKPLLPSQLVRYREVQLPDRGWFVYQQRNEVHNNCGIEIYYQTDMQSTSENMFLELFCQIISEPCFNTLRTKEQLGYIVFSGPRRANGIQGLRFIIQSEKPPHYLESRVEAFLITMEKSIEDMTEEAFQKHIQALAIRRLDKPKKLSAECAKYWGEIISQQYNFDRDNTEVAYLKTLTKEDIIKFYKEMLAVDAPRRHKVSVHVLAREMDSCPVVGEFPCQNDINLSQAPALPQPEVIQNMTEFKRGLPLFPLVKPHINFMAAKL
M5 PAM: CHRM5 positive allosteric modulation; AID 624038; P08912; CHO-K1 hM5, Fluo-8 calcium, ACh EC20 PAM; 0% = ACh EC20, 100% = ACh EC100; activation, % at 3 µM; 0.3% of 360,000 active;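 active = activation above the run cutoff, the mean activation of all test compounds plus 3 SD, cut at about 18% in these data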
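System: CHO-K1 hM5 cells. Reagent: acetylcholine, EC20 level. Compound dosing: single dose, 3 µM nominal final test concentration. Timing: Post-acetylcholine fluorescence recording 140 s. Detection: Fluo-8 calcium fluorescence. Read-out: % activation, ACh-normalized. Benchmarks: ACh EC20 and EC100 wells. Repeats: singlicate, one well per test compound.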
CHRM5 agonist: agonists of human muscarinic M5 receptor (CHRM5) | P08912 | CHO-K1 hM5 cells, Fluo-8 calcium fluorescence; 0% DMSO wells, 100% maximal acetylcholine response | activation, % at 3 µM | 0.19% of 360,000 active | AID 624037;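 active = activation above the run's mean over test compounds plus 3 SD, cut at about 23% in these data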;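 also: signal is peak over basal fluorescence ratio across the kinetic read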
M4 PAM: CHRM4 positive allosteric modulation; AID 624126; CHO-K1 hM4/Gqi5, Fluo-8 calcium fluorescence, ACh EC20; 0% = ACh EC20, 100% = maximal ACh; activation, % at 3 µM; 0.4% of 360,000 active;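 active = activation above its plate's cutoff, the mean activation of sample wells plus 3 SD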; also: some results filed as inactive read as strong as hits
CRFR2-BP ag: agonists of human CRF-binding protein/CRF-R2 receptor complex. HEK293 CRF-R2/CRF-BP, calcium dye fluorescence (FLIPR); percent of saturating CRF peptide response. activation, % at 13.2 µM. 0.46% of 350,000 active. AID 588473;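 active = activation of at least 50%, plus an integration ratio under a set limit after plate pattern correction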;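 also: plate controls were neutral control wells without compound for no effect and CRF at EC100 for full effect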
M4 ag: CHRM4 agonism in calcium assay | activation, % at 3 µM | CHO-K1 hM4/Gqi5, Fluo-8 calcium fluorescence; vehicle 0%, full acetylcholine response 100% | 0.14% of 360,000 active;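 active = activation above the run mean over all test wells plus 3 SD, cut at about 32% in these data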;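 also: peak over basal fluorescence ratio per well then scaled between controls; 0% = DMSO wells and 100% = acetylcholine at EC100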
Starred values were filed as active, the others as inactive; x = not tested or not shown; & = joins results of further samples.

Screens in order: CRFBP-R2 block	M5 antag	M4 antag	IDE cell inh	M5 PAM	CHRM5 agonist	M4 PAM	CRFR2-BP ag	M4 ag
COc1cc(-c2nnc(NC(=O)CCS(=O)(=O)c3ccc(F)cc3)o2)cc(OC)c1OC
    7	-7	-9	-9	-2	2	0	-2.5	0
CCc1ccc2[nH]c(=O)c(CN(CCCO)C(=O)NCc3ccccc3)cc2c1
    34	0	-6	1	-3	-1	6	0.3	1
O=C(O)[C@H](Cc1ccccc1)N1C(=O)c2ccncc2C1=O
    4	9	19	4	-3	-1	-3	0.4	0
COc1ccccc1NC(=O)c1cc(S(=O)(=O)N2CCCC2)cn1C
    -19	-2	1	1	0	2	2	-1.4	1
O=C(OCc1ccc2c(c1)OCO2)c1ccc(S(=O)(=O)N2CCCCC2)cc1
    7	0	5	-4	-1	-1	2	2.9	0
COc1cc(C2NC(=O)NC(C)=C2C(=O)Nc2cccc(C)c2C)cc(OC)c1OC (configuration not stated)
    -22	-5	-5	0	-9	-5	4	1.2	1
Cc1cccc(C)c1C(O)c1ncc(-c2cccc3ccccc23)[nH]1 (configuration not stated)
    x	-2	-10	x	0	-4	4	x	3
Cc1ccc(CN2CCC[C@]3(N[C@H](c4ccccc4)[C@@H]4C(=O)N(C)C(=O)[C@@H]43)C2=O)cc1
    3	-8	-6	x	5	-2	7	-0.5	1
CCOC(=O)c1nc2sc3c(c2c(=O)[nH]1)CCCC3
    -10	-5	9	-3	6	0	7	-0.7	1
COc1ccc(C(=O)C2CCN(CC(=O)Nc3ccccc3F)CC2)cc1
    -2	1	-6	-2	3	0	0	1.5	3
Cc1ccc(-c2cc(C(=O)N/N=C/c3c[nH]c4ccccc34)[nH]n2)cc1
    -16	-6	-1	x	-3	-2	-8	1.0	3
CCOC(=O)N1CCN(C(=O)c2cccc(NS(=O)(=O)c3ccc(F)c(F)c3)c2)CC1
    10	5	-4	0	-3	0	-4	1.6	1
Cc1cc(C)n(S(=O)(=O)c2cc(C)c(C)cc2C)n1
    22	-4	-14	-3	7	-4	17	0.1	-1
CCCCC1CCCC12NC(=O)NC2=O (configuration not stated)
    -2	0	3	3	6	2	6	0.1	0
CC(C)Cc1nnc(NC(=O)CSc2ncn[nH]2)s1
    4	-12	-5	-1	9	1	8	-2.4	1
COC(C(=O)Nc1ccnn1C1CCN(C(=O)c2ccc(C)cc2)CC1)c1ccccc1 (configuration not stated)
    -12	9	-3	3	-1	-2	3	0.5	2
O=S(=O)(Nc1ccc(F)cc1)c1ccc(NC(=S)Nc2ccccc2)cc1
    -19	11	-1	-3	-1	-6	-3	1.7	1
O=C(Cn1cc2c(n1)CCCC2)NCCCN1CCCC1
    4	1	-5	-1	-1	2	-7	1.3	1
Oc1ccc(/C=N/NC2=NCCCCC2)c(O)c1
    7	5	1	8	-4	-12	-3	-0.2	1
Cc1onc(-c2c(F)cccc2Cl)c1C(=O)ONC(=O)c1ccco1
    8	1	-9	3	5	3	-14	0.4	0

Later entries.
Screens in order: CRFBP-R2 block	M5 antag	M4 antag	IDE cell inh	M5 PAM	CHRM5 agonist	M4 PAM	CRFR2-BP ag	M4 ag
O=C(CCC(=O)N1CCN(S(=O)(=O)c2ccc(Cl)cc2)CC1)NC1CCCc2ccccc21 (configuration not stated)
    3	-2	-6	-3	-3	-9	3	-1.2	6
CCc1nc(C)ccc1OCC(=O)NCCCN(C)C
    18	-4	3	-3	2	4	-4	4.6	0
O=C1NC(=O)C(c2cccs2)(c2cccs2)N1
    12	8	6	1	4	1	1	-1.0	1
Nc1nc(Oc2ccc(F)cc2)c(Br)c(=O)[nH]1
    16	4	0	1	-7	-2	-5	1.7	1
O=C(Cc1cccc(NC(=O)C2CCN(C(=O)C3CCCC3)CC2)c1)Nc1cccc(C(=O)N2CCCCC2)c1
    -4	-12	-13	x	2	0	2	2.9	0
CCN(CC)C(=O)C(=O)c1cn(CC(=O)NCc2ccc3c(c2)OCO3)c2ccccc12
    14	7	-1	-3	-1	2	-1	0.0	3
CN(Cc1nc2ccccc2c(=O)[nH]1)C(=O)c1cccc(NC(=O)c2cccs2)c1
    -2	8	6	6	-12	6	-5	-1.9	8
COc1ccccc1-n1cc(C(=O)N2CCCC(CO)(Cc3ccccc3C)C2)cn1 (configuration not stated)
    -13	5	-14	10	-6	-1	6	-3.8	11
CCN(CC(=O)Nc1ccccc1C(F)(F)F)C(=O)C1CSC2(C)CCC(=O)N12 (configuration not stated)
    -9	5	-7	-2	0	0	-4	0.2	1
O=C(Nc1sc2c(c1C(=O)O)CCC2)c1cccs1
    16	0	2	1	2	-4	8	-1.2	-2
COc1cc(NC(=O)CCNC(=O)Cn2cnc3ccccc3c2=O)cc(OC)c1OC
    5	4	7	2	-2	-6	-1	-1.2	0
Cc1ccc(C)c(-n2c(C)cc(/C=N/NC(=O)c3c(C)nc4cc(C)ccn34)c2C)c1
    25	-7	10	6	-6	-7	-17	-3.9	0
CCOC(=O)C1(Cc2cccc(OC)c2)CCN(C/C=C/c2ccc(OC)cc2)CC1
    -46	5	6	3	-9	-3	-20	-1.3	13
Cc1nc(-n2nnc(CO)c2CO)nc2c1CCC2
    6	7	1	-4	2	0	3	-3.0	1
CS(=O)(=O)N(CC(=O)NCCSC1CCCCC1)c1cccc(F)c1
    -16	3	-1	3	0	-1	1	0.7	1
COC(=O)c1nccc2c1[nH]c1ccccc12
    11	1	-11	-2	-2	1	8	-2.7	1
CCOc1ccc(NC(=O)[C@H](Cc2ccccc2)NC(=O)C2CCNCC2)cc1
    -9	7	-1	3	-2	-4	0	1.6	0
CCCn1c(-c2cccs2)nc2ccccc21
    2	5	1	5	-3	-11	1	-3.3	0
O=C(CSc1nnc(-c2ccncc2)n1-c1ccc(Cl)cc1)N1CCOCC1
    2	5	7	0	0	1	-9	1.1	1
CCCc1nc(-c2ccccc2O)n(-c2ccccc2)n1
    18	0	0	1	10	-10	5	-1.2	-1

(cont.)
Screens in order: CRFBP-R2 block	M5 antag	M4 antag	IDE cell inh	M5 PAM	CHRM5 agonist	M4 PAM	CRFR2-BP ag	M4 ag
CC(C)CNC(=O)CSc1nc2scc(-c3ccccc3)c2c(=O)[nH]1
    -4	-5	8	3	2	4	-2	0.4	3
O=C(NC1CCCCCC1)c1nc2ncccn2n1
    1	-4	-12	6	3	-1	9	-0.3	1
CCOCCCNS(=O)(=O)c1cc(Br)cc2c1N(C(=O)C1CC1)CC2
    6	-1	-11	-4	-1	-2	10	-0.3	2
O=C(O)C(Cc1ccccc1)N1C(=O)c2c(Cl)c(Cl)c(Cl)c(Cl)c2C1=O (configuration not stated)
    14	-1	3	5	-2	8	-19	-0.7	8
COC(=O)c1c(NC(=O)CC2SC(N)=NC2=O)sc2c1CCCC2 (configuration not stated)
    -31	-3	-7	8	9	0	4	0.1	0
Nc1ccccc1C(=O)NCc1ccc(Cl)cc1
    9	-7	-1	2	8	1	8	-1.4	1
Cc1ccc(C23OCCN2CCn2nc4ccccc4c23)cc1 (configuration not stated)
    4	1	4	0	-2	-10	5	0.4	1
O=C(CN1CCC(NC(=O)Cc2ccccc2)CC1)Nc1ccccc1Br
    -7	3	-2	1	-8	0	-3	-1.2	4
CC(/C=C/c1ccc2c(c1)OCO2)=N\NC(=O)c1cccc([N+](=O)[O-])c1
    10	-7	-2	-2	1	0	5	-0.9	1
O=C(Nc1ccc(Br)cc1)c1cccc(OC(=S)N2CCOCC2)c1
    -7	6	7	-2	-7	-2	-10	0.1	8
CCCc1cc(N2CCCC(C(=O)Nc3c(OC)cccc3OC)C2)n2ncnc2n1 (configuration not stated)
    10	7	-1	1	-6	1	5	0.4	1
Cc1ccc(NS(=O)(=O)c2ccc(C(=O)OCC(=O)NCC3CCCO3)cc2)cc1 (configuration not stated)
    -38	8	1	-2	-3	5	-10	8.9	8
O=C(N/N=C/c1c(Cl)cccc1Cl)c1n[nH]c2c1CCCC2
    -26	-2	-2	2	0	2	-1	-0.4	2
COc1ccccc1CCCNC(=O)C1CCC(=O)N(Cc2ccccc2F)C1 (configuration not stated)
    12	6	-9	4	2	-2	6	-1.0	2
Nn1c(Cc2ccccc2)nc2ccccc2c1=O
    -20	2	-7	3	-7	1	5	2.3	0
CN=C1S/C(=C\c2ccc(O)c(Br)c2)C(=O)N1C
    23	-4	7	3	4	1	-1	5.1	2
Cc1nn(C)cc1S(=O)(=O)N1CCN(Cc2cccc(Cl)c2)CC1
    8	8	0	2	-13	2	-11	0.8	9
COc1ccc(C(=O)/C=C/Nc2ccccn2)cc1
    8	17	5	1	-17	78*	-3	-4.1	3
CCOC(=O)C[C@H]1c2cc(F)ccc2S(=O)(=O)N1c1ccccc1
    5	7	-2	1	-1	-4	-2	-1.2	0
S=C(NCc1ccccc1)Nc1ccc2cn[nH]c2c1
    -31	9	8	-3	-4	0	-8	-0.8	1

Shown as a hit in CHRM5 agonist, of those listed so far:
smiles	CRFBP-R2 block	M5 antag	M4 antag	IDE cell inh	CHRM5 agonist	M4 PAM	CRFR2-BP ag	M4 ag
COc1ccc(C(=O)/C=C/Nc2ccccn2)cc1	8	17	5	1	78*	-3	-4.1	3

Carrying on:
Screens in order: CRFBP-R2 block	M5 antag	M4 antag	IDE cell inh	M5 PAM	CHRM5 agonist	M4 PAM	CRFR2-BP ag	M4 ag
CCCN1C(=O)C(Cc2nc3ccccc3c(=O)n2-c2ccccc2)c2cc(C)ccc21 (configuration not stated)
    -20	-5	5	-3	3	5	14	1.5	2
CCOC(=O)CNC(=O)CSc1nc2cccnc2n1C1CCCCC1
    8	-5	-9	7	6	-2	12	-0.1	0
CCOC(=O)C1(C#N)C(=O)CSC1=Nc1ccccc1Cl (configuration not stated)
    -2	4	-2	x	2	4	-3	1.4	3
COc1ccc(CCNC(=O)C2CCCN(S(=O)(=O)c3ccc(F)cc3)C2)cc1OC (configuration not stated)
    2	2	-6	1	1	-3	5	-1.1	3
Cc1ccccc1NC(=S)NC(NC(=O)c1ccccc1C)C(Cl)(Cl)Cl (configuration not stated)
    5	-2	-11	-3	-7	4	3	-1.5	8
Cc1cccc(C(=O)N2CCc3cc(-c4csc(NC(=O)CN5CCCC5)n4)ccc32)c1
    -12	5	-20	-3	-3	-2	3	-0.3	11
COc1cc(C(=O)OC(C)CN2CCOCC2)cc(OC)c1OC (configuration not stated)
    9&7	2&3	5&3	10&5	-1&1	0&-2	-1&-1	1.5&-1.8	1&2
CC(=O)Nc1cccc(-c2csc(C(C)(O)c3cccc(F)c3)n2)c1 (configuration not stated)
    x	2	0	x	-6	3	0	x	10
O=C(O)CC(c1ccccc1)c1ccc2c(c1)OCO2 (configuration not stated)
    1	8	1	x	-3	0	2	1.1	0
COc1ccccc1C(=O)NCC(=O)N/N=C/c1cn[nH]c1-c1ccccc1
    1	1	-2	3	-8	-1	-8	-1.1	7
CC(C)(C)OC(=O)N[C@H](/C=C/c1ccccc1)C(=O)OC(C)(C)C
    -24	17	-8	0	1	-3	9	4.7	-1
COCCCNC(=O)COC(=O)c1ccc(-c2nc3ccccc3s2)s1
    -2	8	-10	-1	-9	2	-5	-0.5	10
CCN(CC(=O)NC1CCS(=O)(=O)C1)S(=O)(=O)c1ccc(Cl)cc1C(F)(F)F (configuration not stated)
    2	9	-10	-1	2	2	5	-1.3	1
CCCCCN=Cc1c(C)[nH]n(-c2nc3ccccc3s2)c1=O
    -5	2	9	-6	-1	0	-15	-0.6	1
